NS3 helicase inh = HCV NS3 helicase inhibition; NS3 helicase DNA unwinding, Cy5 molecular beacon fluorescence; inhibition, % at 10.9 µM; 0.56% of 290,000 active; AID 1800;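 active = inhibition above the mean of all tested compounds plus 3 SD, set per campaign, cut at about 35% in these data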;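 note: 0% = DMSO wells and 100% = thioflavine S control wells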
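test system = hepatitis C virus NS3 helicase domain fragment enzyme | reagent = annealed dual-labelled DNA beacon duplex, ATP-started | times = 1 h at 25 °C | detection = Cy5 fluorescence, 0 and 60 min reads | read-out basis = percent inhibition from t60/t0 fluorescence ratio | control set = DMSO and thioflavine S | replication = one well per compound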
SUMO HTRF inh = blocks human SUMOylation mediated by UBC9; P63279; HTRF SUMOylation assay, SAE1/SAE2 + UBC9, in vitro; inhibition, % at 35 µM; 0.36% of 290,000 active; AID 2006; in the data active = inhibition above about 50%, passing the limit was not always enough; note: strong numbers were not always called active
IDE inh = cellular human IDE inhibition; HEK cells, FAbetaB cleavage, fluorescence polarization; inhibition, % at 5.59 µM; 0.41% of 320,000 active; AID 434962;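 active = percent inhibition above the average of all tested compounds plus 3 SD, set per screening campaign, cut at about 16% in these data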;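 note: IDE supplied by intact live HEK cells; FP after avidin binding of uncleaved biotin substrate so inhibition keeps polarization high; 0% = DMSO wells and 100% = 60 µM reference IDE inhibitor Ii1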
Target sequence (P14735 whole entry, looked up): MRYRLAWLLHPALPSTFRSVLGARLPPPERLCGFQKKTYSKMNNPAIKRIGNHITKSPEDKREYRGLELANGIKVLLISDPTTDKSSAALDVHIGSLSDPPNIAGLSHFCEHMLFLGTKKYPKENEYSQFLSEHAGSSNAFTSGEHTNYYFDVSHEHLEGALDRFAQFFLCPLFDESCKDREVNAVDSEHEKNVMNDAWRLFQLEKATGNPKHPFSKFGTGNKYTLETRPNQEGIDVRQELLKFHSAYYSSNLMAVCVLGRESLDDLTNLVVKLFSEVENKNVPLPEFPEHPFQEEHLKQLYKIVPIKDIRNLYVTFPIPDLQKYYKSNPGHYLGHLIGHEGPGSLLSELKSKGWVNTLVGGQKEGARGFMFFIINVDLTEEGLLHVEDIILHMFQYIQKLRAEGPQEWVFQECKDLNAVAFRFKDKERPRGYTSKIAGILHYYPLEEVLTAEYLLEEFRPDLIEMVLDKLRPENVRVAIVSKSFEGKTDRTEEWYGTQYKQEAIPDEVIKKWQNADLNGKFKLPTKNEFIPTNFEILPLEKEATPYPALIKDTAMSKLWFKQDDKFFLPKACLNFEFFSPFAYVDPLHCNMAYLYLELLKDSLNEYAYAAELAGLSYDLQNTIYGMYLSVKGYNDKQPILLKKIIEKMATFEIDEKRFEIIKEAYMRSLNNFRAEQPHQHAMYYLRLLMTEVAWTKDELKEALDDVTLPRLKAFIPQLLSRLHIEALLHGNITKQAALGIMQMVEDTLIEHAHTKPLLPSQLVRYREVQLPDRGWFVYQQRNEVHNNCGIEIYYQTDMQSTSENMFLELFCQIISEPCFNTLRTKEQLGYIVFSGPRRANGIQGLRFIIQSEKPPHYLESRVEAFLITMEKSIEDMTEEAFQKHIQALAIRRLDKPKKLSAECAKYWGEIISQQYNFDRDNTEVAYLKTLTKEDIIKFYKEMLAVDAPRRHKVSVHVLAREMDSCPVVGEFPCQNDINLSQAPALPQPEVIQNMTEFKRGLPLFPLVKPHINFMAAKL
pCIP destab = lowers stability of the mouse p/CIP coactivator protein | Q05BA5 | F442A p/CIP-EGFP cells, EGFP fluorescence, 16 h | decrease of EGFP signal, % at 10 µM | 0.01% of 290,000 active;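 active = EGFP signal decrease of at least 30% at 10 µM or well 3 SD below plate mean, unless failing retest; inactive = the rest, including hits failing retest or dose response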; note: some compounds called inactive have numbers as strong as hits; many of its hits are not listed in these tables
IMP-1 inh = inhibitors of Pseudomonas aeruginosa IMP-1 metallo-beta-lactamase | inhibition, % at 5.6 µM | purified IMP-1, nitrocefin hydrolysis, epi-absorbance fluorescence | 0.45% of 290,000 active;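 active = inhibition above the mean plus 3 SD of all compounds in the same screening run, cut at about 4.5% in these data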;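 note: 0% = IMP-1 with DMSO and 100% = DMSO wells lacking enzyme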
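System: purified recombinant IMP-1 beta-lactamase. Medium: Zinc- and detergent-supplemented HEPES buffer, pH 7.1. Compound: one 5.6 µM dose […]. Schedule: 15 min preincubation plus 25 min reaction at 25 °C. Technique: Epi-absorbance fluorescence, 480 nm excitation, 530 nm emission.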
GalR3 antagonist = blocks the human galanin receptor 3 | O60755 | HEK293 GalR3-CNG cAMP membrane potential fluorescence; galR3 body fused to GalR1 C-terminus | inhibition, % at 3 µM | 0.44% of 360,000 active | AID 651719;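 active = inhibition above the screen-wide average plus 3 SD, cut at about 13% in these data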;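 note: forskolin and galanin both at EC90 stimulate the cells; cAMP rise reported by CNG channel membrane potential dye signal; 0% = forskolin plus galanin with DMSO and 100% = forskolin alone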
IDE act = activators of human insulin-degrading enzyme in cells; AID 493087; 0.073% of 340,000 active; HEK cells, FAbeta-B cleavage, fluorescence polarization; 0% vehicle, 100% cell-free pure enzyme wells; activation, % at 5.96 µM;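 active = activation above the mean of all tested compounds plus 3 SD, set per screening campaign, cut at about 17% in these data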
VIM-2 inhibitor = blocks Pseudomonas aeruginosa VIM-2 metallo-beta-lactamase | inhibition, % at 5.6 µM | purified VIM-2, nitrocefin hydrolysis, epi-absorbance fluorescence | 0.89% of 290,000 active;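 active = inhibition above the mean of all tested compounds plus 3 SD, cutoff set per screening run, cut at about 7.5% in these data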;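 note: red hydrolysis product quenches plate fluorescence so inhibitors raise well fluorescence; 0% = enzyme with DMSO and 100% = DMSO without enzyme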
CRFR2-BP antag = antagonists of CRF-binding protein/CRF-R2 receptor complex. AID 588475. 0.59% of 350,000 active. HEK293 CRF-R2/CRF-BP, CRF-induced calcium fluorescence. inhibition, % at 11.8 µM;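 active = inhibition of the ligand-induced calcium signal above about 50% at the single tested concentration, limit read from the data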
Numbers without * were called inactive; · = not tested or not shown.

SMILES | NS3 helicase inh | SUMO HTRF inh | IDE inh | pCIP destab | IMP-1 inh | GalR3 antagonist | IDE act | VIM-2 inhibitor | CRFR2-BP antag
CN(c1ccccc1)S(=O)(=O)c1cccc(NC(=O)CCNC(=O)c2ccc([N+](=O)[O-])cc2)c1 | · | · | 11 | · | · | -4 | 4 | · | 32
Cc1ccc(S(=O)(=O)N2CCN(c3ccc([N+](=O)[O-])cn3)CC2)cc1 | -10 | 15 | 2 | -8 | 0.3 | -1 | 4 | -0.7 | -3
COc1ccc(Nc2cc(C)nc(N)n2)cc1 | 3 | 24 | 2 | 3 | -3.5 | -10 | 0 | -0.1 | -18
CCOc1ccc(S(=O)(=O)Nc2cccc(N(C)S(C)(=O)=O)c2)cc1 | -2 | -6 | 0 | -14 | 0.3 | -5 | 0 | -3.4 | 11
Cc1ccc(C(c2cc(Br)ccc2O)N2CCSCC2)cc1 (stereo not given) | · | · | 0 | · | · | -3 | 1 | · | -7
CCOc1ccc(-c2nnc(-c3ccccc3)o2)cc1 | 2 | -25 | 5 | -7 | -3.3 | -1 | -3 | -4.1 | 2
CC(=O)c1cccc(NC(=O)CN2C(=O)COc3ccc(S(=O)(=O)N4CCOCC4)cc32)c1 | 0 | · | 6 | -3 | -8.5 | -6 | -2 | -5.6 | -11
CCCC(=O)N1CCN(c2ccc(NC(=O)c3cc4ccccc4o3)cc2Cl)CC1 | -4 | -18 | 5 | -9 | -4.2 | -2 | -1 | -6.1 | 0
Fc1ccccc1-c1nc(-c2cnccc2C(F)(F)F)no1 | 2 | -16 | 5 | -6 | -3.0 | -2 | 7 | -0.9 | 18
COc1ccc(CN(C)CC(=O)Nc2cc3oc4ccccc4c3cc2OC)c(OC)c1 | -62 | 0 | 6 | -8 | -3.7 | -1 | -3 | -0.5 | -17
Cc1ccc(NC(=O)c2ccc(COc3ccccc3[N+](=O)[O-])o2)nc1 | · | · | 3 | · | · | -8 | -4 | · | 20
CCn1ccnc1CN1CCCC(C(=O)c2ccc3cc(OC)ccc3c2)C1 (stereo not given) | -12 | 23 | 4 | -16 | -2.3 | -2 | -2 | 0.7 | 6
O=C(CSc1nnc(C2CCCCC2)o1)N1CCCCC1 | 8 | 12 | 6 | -8 | -0.9 | 2 | 4 | -2.6 | 1
O=C1c2ccccc2C(=O)c2c1cccc2N1CCN(C/C=C/c2ccccc2)CC1 | · | · | 2 | · | · | 2 | 3 | · | -3
CC(C)Oc1cccc(C(=O)NC(=S)Nc2ccc(Cl)c(C(=O)O)c2)c1 | 17 | 13 | -4 | -8 | -0.7 | -7 | 0 | 0.1 | 20
COc1cc(CNc2nc3ccccc3[nH]2)cc(OC)c1OC | -4 | 14 | -5 | 14 | -7.8 | -5 | 3 | -4.7 | -6
NC(=O)c1c(NC(=O)c2ccc(S(=O)(=O)N3CCOCC3)cc2)sc2c1CCCCC2 | 0 | 32 | 3 | 3 | 1.0 | 3 | -6 | 1.3 | -35
CCOC(=O)c1c(NC(=O)c2ccnn2C)sc(C)c1C | -9 | 4 | 7 | 4 | -1.8 | -2 | 4 | -1.4 | 2
CN1C2C=C3C(C#N)=C(N)C(C#N)(C#N)[C@@H](c4cccs4)C3C1CC2 (stereo not given in full) | 7 | 25 | 6 | -11 | -6.2 | -2 | 1 | -4.6 | 22
COc1ccc(NC(=O)c2ccccc2)cc1 | · | · | 6 | · | · | -5 | 2 | · | 6

In a second layout: 3 of the compounds above.
Compound	NS3 helicase inh	SUMO HTRF inh	IDE inh	pCIP destab	IMP-1 inh	GalR3 antagonist	IDE act	VIM-2 inhibitor	CRFR2-BP antag
CCn1ccnc1CN1CCCC(C(=O)c2ccc3cc(OC)ccc3c2)C1 (stereo not given)	-12	23	4	-16	-2.3	-2	-2	0.7	6
NC(=O)c1c(NC(=O)c2ccc(S(=O)(=O)N3CCOCC3)cc2)sc2c1CCCCC2	0	32	3	3	1.0	3	-6	1.3	-35
O=C1c2ccccc2C(=O)c2c1cccc2N1CCN(C/C=C/c2ccccc2)CC1	·	·	2	·	·	2	3	·	-3

(list continues)
SMILES | NS3 helicase inh | SUMO HTRF inh | IDE inh | pCIP destab | IMP-1 inh | GalR3 antagonist | IDE act | VIM-2 inhibitor | CRFR2-BP antag
Cn1[nH]c(-c2ccccc2)c(/C=N/O)c1=O | 2 | 13 | 3 | -11 | -2.7 | 0 | · | -3.6 | -7
CC(=O)c1ccc(N2CCN(C(=O)/C=C/c3cccs3)CC2)cc1 | 3 | 7 | 0 | 11 | -2.3 | 3 | -2 | -0.8 | 48
COc1ccc(CNS(=O)(=O)c2ccc(C3CNC(=O)C3)cc2)cc1 (stereo not given) | 1 | 1 | 1 | -5 | -0.1 | -1 | 3 | -3.8 | 4
NC(=O)CSc1nnnn1-c1ccc(OC(F)(F)F)cc1 | -3 | 28 | -2 | -11 | -1.1 | -4 | -2 | -1.8 | 2
COc1nc(N)nc(N2CCOCC2)n1 | -3 | 10 | -2 | -7 | -2.3 | -3 | -1 | -1.4 | 4
O=C(c1ccc(F)cc1)c1cc2ccc(O)cc2oc1=O | 3 | 3 | 4 | -1 | 0.9 | -7 | 3 | -2.6 | -2
CCN(Cc1ccccc1)C(=O)CN1C(=O)NC2(CC(C)CC(C)(C)C2)C1=O (stereo not given) | -6 | 1 | 2 | -24 | -3.4 | -4 | -1 | -1.9 | -11
CCOC(=O)Nc1ccc(C)cc1C | 0 | -1 | 0 | 0 | -5.3 | -2 | 4 | -5.1 | 8
C#CCOc1ccc(/C=C2\SC(=S)N(Cc3cccnc3)C2=O)cc1 | 12 | -11 | -1 | 2 | 0.5 | -4 | 3 | 0.5 | 17
COc1ccc(C(=O)CSc2nc(C)cc(=O)[nH]2)cc1C | -3 | 14 | 2 | -2 | -1.6 | -9 | -1 | -1.4 | 12
O=C(Nc1cccc(-c2cccc(F)c2)c1)C1CCN(Cc2ccc(CO)o2)CC1 | -16 | -8 | 5 | -4 | -5.0 | -3 | -4 | -3.4 | -25
O=C1NCCN(Cc2ccoc2)C1CC(=O)N(Cc1ccccc1)CC1CCC1 (stereo not given) | 3 | 12 | 1 | -8 | -1.2 | -5 | 2 | -1.4 | -12
C=CCn1cn[nH]c1=S | 11 | 12 | -1 | 0 | -3.0 | -4 | 1 | -1.9 | 0
O=C(CN1C(=O)c2ccc([N+](=O)[O-])cc2C1=O)NCc1ccco1 | -1 | 13 | 1 | -7 | 1.5 | 1 | 0 | 0.8 | 3
CCOC(=O)c1sc2nc(CSc3ccccc3)[nH]c(=O)c2c1C | 4 | 26 | 4 | -5 | -0.6 | 0 | -2 | -1.1 | -17
COc1ccccc1-c1cc(C(F)(F)F)nc(S(=O)(=O)CCCC(=O)N2CCOCC2)n1 | -2 | 6 | -1 | -11 | 0.6 | 4 | -1 | -1.0 | -13
O=C(CN1CCN(c2ccccc2F)CC1)NC(=O)NCc1ccccc1 | -1 | 5 | 7 | 0 | -1.8 | -3 | 4 | -2.9 | -11
COc1cccc(C(=O)Oc2ccccc2/C=C\C(=O)c2cc3ccccc3o2)c1 | -10 | 8 | · | -22 | -4.5 | -5 | 4 | -1.1 | 9
CSc1ccc(CN(C)CC(=O)NCc2ccccc2)cc1 | -8 | -13 | -2 | -4 | -2.0 | -1 | 3 | -2.2 | 5
CC(C)(C)c1nc(SCC(=O)NCc2cccs2)c2ccccc2n1 | -5 | -1 | -1 | -12 | -3.5 | -4 | 4 | -3.4 | 8
O=C(NCc1cccs1)c1ccccc1F | 5 | 5 | 0 | -15 | -0.6 | -2 | 6 | 1.0 | 2
COC(C(=O)N/N=C(\C)c1ccc(C(C)(C)C)cc1)c1ccccc1 (stereo not given) | 8 | -4 | · | 10 | -3.4 | -4 | 1 | -1.9 | -30
Cc1ccc(/C=N\NC(=O)c2cc(OCC(F)(F)F)ccc2OCC(F)(F)F)cc1 | 1 | 19 | -3 | 2 | -2.9 | -3 | 7 | -1.8 | -10
O=C(CSc1cc(Cl)ccc1Cl)NCCN1C(=O)CSC1=O | · | · | 2 | · | · | -4 | 10 | · | 10
Fc1ccc(CCNC(=S)Nc2ccc(F)cc2)cc1 | -10 | -3 | 1 | -6 | -1.3 | -2 | 5 | 1.0 | 2
COc1cc(OC)c(S(=O)(=O)Nc2ccccc2C(=O)O)cc1S(=O)(=O)Nc1ccccc1C(=O)O | -7 | 2 | 0 | 13 | -1.3 | -9 | 3 | -1.1 | 14
COc1ccc(N2C(=O)CC(N3CCN(c4ccc(S(C)(=O)=O)cc4)CC3)C2=O)cc1 (stereo not given) | 3 | 3 | 4 | -3 | -1.8 | -4 | -1 | -3.0 | -25
Cc1ccccc1NC(=O)c1cccc(S(=O)(=O)Nc2cccc(C(=O)O)c2)c1 | 8 | 14 | 2 | -29 | -0.7 | 2 | 4 | -3.3 | 15
O=C(NCc1ccco1)c1cc2nc(-c3cccs3)cc(C(F)(F)F)n2n1 | 33 | 37 | -2 | -5 | -4.7 | -2 | -1 | 8.6* | 1
CC(C)CCOc1ccc(C(=O)C[N+]2(C)CCOCC2)cc1 | 4 | 17 | -3 | -10 | 0.7 | -5 | 7 | -1.1 | -9
CCOC(=O)c1csc(NC(=O)c2ccc(OC)c(OC)c2)n1 | -1 | 24 | 0 | -4 | -4.0 | -3 | 1 | -2.3 | 2
O=c1c(/C=N/O)coc2ccc(Cl)cc12 | 25 | 8 | -1 | -152 | -0.1 | -5 | -2 | 0.8 | -7
CC(=O)Nc1ccc(S(=O)(=O)N(C)CC(=O)OCC(=O)N2CCN(C(=O)c3ccco3)CC2)cc1 | · | · | 5 | · | · | 0 | -2 | · | -9
CCOC(=O)c1c(-c2ccc(C)o2)csc1NC(=O)CSc1nnc(C)s1 | -9 | 13 | 6 | 0 | -0.6 | -5 | -9 | 2.4 | 15
COc1cccc(NC(=O)Cn2c(CCC(=O)O)ccc2-c2ccccc2)c1 | 4 | 20 | 4 | -6 | -1.9 | -5 | 1 | -4.6 | -3
COc1ccc(-c2[nH]ncc2CN(C)Cc2cc(C)[nH]n2)c(F)c1 | -13 | -5 | 4 | 6 | -0.7 | -3 | 4 | -4.7 | -7
COc1ccc(/C=C2\C(=O)NCC(=O)N2Cc2ccccc2)cc1 | -5 | 6 | 4 | 8 | -1.0 | 2 | -6 | 0.8 | 0
Brc1ccc(CNCCCSc2ncccn2)cc1 | -19 | 2 | -5 | -14 | -3.8 | -10 | 0 | -0.9 | 0
O=C(N1CCOCC1)N(Cc1cccs1)C1CCCC1 | 7 | -2 | -4 | 0 | -0.5 | -1 | 3 | -0.3 | -2
CCOC(=O)c1nn(-c2cccc(C)c2)cc1C(=O)c1ccccc1 | -8 | 8 | -1 | -5 | -2.4 | -7 | 3 | -0.7 | 36
COc1ccc(C(=O)Nc2ccc(C(=O)N3CCCCC3)cc2)cc1OC | -6 | 16 | -15 | -18 | -2.0 | -6 | 3 | -1.3 | -3
CC(C)(C)OC(=O)[C@H](Cc1ccccc1)NC(=O)c1nc[nH]c1C(=O)NCc1ccccc1 | -26 | -29 | -5 | -4 | -3.7 | 3 | -3 | -3.9 | 0
